IDH1 R132H inh = inhibitors of human mutant IDH1 R132H; IDH1-R132H enzyme, NADPH consumption, diaphorase/resazurin fluorescence; AID 602179; 390,000 tested, 0.093% active; Potency, µM (titrated, usually from 76.6 µM), inactives show at the top dose activity change, negative = inhibition, most hits filed as inhibitors; further: on the % scale 0 is the no-effect control and ±100 the full control effect; nearly all actives have a fitted effect of over 65% in size
Target sequence (O75874 whole entry R132H, stated change not applied): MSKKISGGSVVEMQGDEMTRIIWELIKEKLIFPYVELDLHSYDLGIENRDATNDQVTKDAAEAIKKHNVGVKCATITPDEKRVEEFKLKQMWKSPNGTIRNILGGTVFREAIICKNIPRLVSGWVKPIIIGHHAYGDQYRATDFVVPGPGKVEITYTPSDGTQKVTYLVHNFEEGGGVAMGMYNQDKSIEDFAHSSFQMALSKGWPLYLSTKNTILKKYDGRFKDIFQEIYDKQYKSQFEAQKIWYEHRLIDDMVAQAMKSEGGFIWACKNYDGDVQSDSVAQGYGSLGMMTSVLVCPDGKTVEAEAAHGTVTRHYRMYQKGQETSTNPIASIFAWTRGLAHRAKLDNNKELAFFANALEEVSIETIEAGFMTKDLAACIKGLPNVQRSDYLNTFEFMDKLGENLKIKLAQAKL
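IDH1-R132H (0.5 ug/mL) preincubated 30 min with compound, then NADPH (0.016 mM) and alpha-KG (2 mM) added; 80 min at RT, pH 7.5. Remaining NADPH coupled via diaphorase/resazurin to fluorescence (540/590 nm); concentration-response curves normalized to no-enzyme control.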
RXFP1 agonist = RXFP1 (human) receptor agonism. Potency, µM (series often up to 57.5 µM), without a hit: at the top dose activation, hits mostly activators. Q9HBX9. HEK293T-RXFP1 cAMP TR-FRET, 30 min; response scale: percent of porcine relaxin response, buffer zero. 370,000 tested, 0.3% active. AID 2676; further: on the % scale 0 is the no-effect control and ±100 the full control effect; nearly all actives have a fitted effect of over 60% in size; many of its hits are not listed in these tables
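Agonist response is measured as cAMP accumulation in an RXFP1-transfected HEK293T line under PDE4 inhibition. Values are scaled between buffer-only and 29 nM porcine relaxin, and EC50s come from standard Hill equation fits.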
Vif-APOBEC3F blk = inhibitors of Vif-A3F interaction | HeLa A3F-eYFP + Vif (tagged APOBEC3F with the HIV-1 protein that degrades it), YFP fluorescence increase | Potency, µM (top dose mostly 46.1 µM), for the others: at the top dose activity, negative = active | 390,000 tested, 0.2% active; further: % of control where 0% means no effect; nearly all actives have a fitted effect of over 65% in size
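HeLa cells stably expressing A3F-eYFP plus Vif, plated and incubated overnight at 37 deg C, then exposed to compounds overnight at 37 deg C. Blocked degradation read as raised yellow fluorescence (Ex 488/Em 500-530).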
RGS4 inh = inhibitors of human regulator of G protein signaling 4. P49798. Transcreener GDP fluorescence polarization, RGS4-accelerated GTP hydrolysis. Potency, µM (highest dose often 114 µM), for the others: top-dose activity change, negative = inhibition, most hits filed as inhibitors. 390,000 tested, 0.039% active. AID 504845; further: on the % scale 0 is the no-effect control and ±100 the full control effect; nearly all actives have a fitted effect of over 75% in size; some results filed as inactive show a strong effect at the top dose
Target sequence (P49798 whole entry, looked up): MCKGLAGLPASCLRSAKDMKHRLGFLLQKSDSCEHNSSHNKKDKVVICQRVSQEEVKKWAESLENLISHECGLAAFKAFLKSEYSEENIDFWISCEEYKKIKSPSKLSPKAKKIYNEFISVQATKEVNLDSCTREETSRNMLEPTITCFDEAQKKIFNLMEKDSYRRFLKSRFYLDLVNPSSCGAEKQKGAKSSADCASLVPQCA
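MLSMR compounds (23 nl, pin-transferred) preincubated 10 min at room temperature with a 500nM (2x) first reagent, then RGS4 at 900nM (2x) plus Transcreener GDP mix added; fluorescence polarization (620/688 nm) read before and after 90 min at 30 °C.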
USP1 inh = USP1/UAF1 (human) deubiquitinase inhibition | recombinant USP1/UAF1, Ub-Rhodamine cleavage fluorescence | O94782 | Potency, µM (titrated, usually from 57.1 µM), for inactives: top-dose activity change, negative = inhibition, actives largely listed as inhibitors | AID 743255 | 390,000 tested, 0.23% active; further: on the % scale 0 is the no-effect control and ±100 the full control effect; nearly all actives have a fitted effect of over 60% in size; inactives centre near -12
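Step one: compound is pinned into 1nM USP1/UAF1 in HEPES pH 7.8 buffer with TCEP. Step two: 15 min room-temperature incubation. Step three: Ub-Rho (150nM final) starts cleavage, tracked by fluorescence over six one-minute reads.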
TrxR1 substrate = is turned over as a substrate by rat TrxR1. O89049. Potency, µM (doses to about 114 µM), for the others: at the top dose activity change, negative = substrate turnover. 390,000 tested, 0.01% active. AID 588456. purified TrxR1 substrate turnover, NADPH consumption readout; further: on the % scale 0 is the no-effect control and ±100 the full control effect; nearly all actives have a fitted effect of over 50% in size
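Rat TrxR1, dispensed at 90 nM, was prereduced with 400 uM NADPH (final) for 5 min at ~22 deg C, then incubated with compound 15 min before 400 uM selenite. A first-read NADPH fluorescence drop versus no-compound background flagged substrates.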
Vif-APOBEC3G blk = inhibitors of Vif-APOBEC3G interaction. Q9HC16. Potency, µM (highest dose often 46.1 µM), inactives show top-dose activity, negative = active, most hits filed as inhibitors. HeLa A3G-eYFP + Vif (tagged APOBEC3G with the HIV-1 protein that degrades it), YFP fluorescence, overnight. 410,000 tested, 0.076% active;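 further: on the % scale 0 is the no-effect control and ±100 the full control effect; nearly all actives have a fitted effect of over 60% in size; hits raise eYFP signal because A3G escapes Vif-driven loss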
Target sequence (Q9HC16 whole entry, looked up): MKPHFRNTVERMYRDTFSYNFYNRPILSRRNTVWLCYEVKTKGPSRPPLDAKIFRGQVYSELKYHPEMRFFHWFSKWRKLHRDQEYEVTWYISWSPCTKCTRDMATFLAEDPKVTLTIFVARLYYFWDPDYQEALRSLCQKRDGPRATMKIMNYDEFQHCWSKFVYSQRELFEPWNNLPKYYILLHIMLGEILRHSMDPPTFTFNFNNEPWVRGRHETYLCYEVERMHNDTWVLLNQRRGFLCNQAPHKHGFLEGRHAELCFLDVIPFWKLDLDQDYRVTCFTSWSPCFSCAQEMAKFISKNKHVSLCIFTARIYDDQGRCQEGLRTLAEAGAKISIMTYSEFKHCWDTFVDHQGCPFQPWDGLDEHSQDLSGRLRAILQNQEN
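HeLa cells stably expressing Vif and C-terminally eYFP-tagged A3G, seeded overnight at 37 deg C, then exposed to compound by pintool overnight at 37 deg C. Rise in yellow fluorescence (Ex 488/Em 500-530, Acumen) marks blocked Vif-driven A3G degradation.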
TrxR1 inh = inhibitors of rat thioredoxin reductase 1 | O89049 | recombinant rTrxR1, NADPH fluorescence consumption, selenite substrate | Potency, µM (titrated, usually from 114 µM), without a hit: at the top dose activity change, negative = inhibition, most hits filed as inhibitors | 390,000 tested, 1% active; further: on the % scale 0 is the no-effect control and ±100 the full control effect; nearly all actives have a fitted effect of over 65% in size
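Rat TrxR1 (90 nM in the dispensed reagent) was pre-reduced with 400 uM NADPH for 5 min at room temperature, then incubated with compound for 15 min. After 400 uM selenite was added, NADPH fluorescence (Ex 340/Em 450 nm) was followed for 8 min.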
12-LOX inh = ALOX12 (human) lipoxygenase inhibition | P18054 | purified 12hLO, xylenol orange hydroperoxide absorbance | Potency, µM (highest dose often 108 µM), for the others: at the highest dose activity change, negative = inhibition, most hits filed as inhibitors | 580,000 tested, 1.1% active; further: on the % scale 0 is the no-effect control and ±100 the full control effect
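Hydroperoxide product was detected by ferrous iron/xylenol orange as the 573 to 405 nm absorbance ratio. Arachidonic acid at 40 uM (final) was turned over for 30 min at room temperature by 150 nM human 12hLO, pH 7.0 Hepes buffer, after 15 min compound preincubation.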
Starred values were filed as active, the others as inactive; ? = inconclusive; . = no result given; [ ] = another dose, or the depositor's remark. The call rests on the fitted dose curve; in most records, active means well fitted curve in the direction sought with a large enough effect; inconclusive means small, poorly fitted or top-dose-only effect, or another doubt; inactive means no such curve, though single readings can be large; an effect the other way counts as inactive or inconclusive. Potency means the concentration at half of the fitted maximal effect. A portion of the library (hit frequency here may not be typical).

SMILES	IDH1 R132H inh	RXFP1 agonist	Vif-APOBEC3F blk	RGS4 inh	USP1 inh	TrxR1 substrate	Vif-APOBEC3G blk	TrxR1 inh	12-LOX inh
Cc1cccc(C(=O)Nc2cccc(C(=O)N/N=C/c3ccncc3)c2)c1	1%	-0.6%	-4%	23%[11.4 µM]	-17%	3%	-11%	9%	-15%
COCCn1c(N)c(C(=S)NC(=O)c2cccs2)c(=O)[nH]c1=O	8%	?	-17%	-47%	-14%	3%	-1%	-20%	?
O=C1NC2(CCCCC2)N=C1c1ccc(Br)cc1	-3%	-1.2%	0%	4%	-14%	11%[57.1 µM]	0%	21%[57.1 µM]	-14%
N#Cc1c[nH]n2c(NC3CCCC3)c(-c3cccc(Br)c3)nc12	?	-2.4%	3%	3%	-16%	0%	-7%	14%	5%
CCOC(=O)c1c(C)n(-c2ccc(C)cc2)c2ccc(OCC(O)CNCCCO)cc12 (stereo not given)	-3%	2.3%	15%	15%	-15%	3%[57.1 µM]	-8%	13%[57.1 µM]	?
CCOC(=O)c1ccc(NC(=O)CCCc2nc(-c3cc(OC)c(OC)c(OC)c3)no2)cc1	0%	0.2%	-4%	4%	-6%	1%	-4%	16%	8%
CCOC(=O)/C(C#N)=C/N=c1ccc(C)cn1C	-8%	0.8%	4%	-11%	-25%	-15%	-1%	-11%	2%
C[C@H](CO)N1C[C@H](C)[C@@H](CN(C)Cc2ccc(C(=O)O)cc2)Oc2ncc(-c3ccc(C(=O)N(C)C)cc3)cc2C1=O	5%	.	-4%	.	-25%	.	-2%	.	11%
COC(=O)c1ccc(NC(=S)NC2CC(C)(C)NC(C)(C)C2)cc1	-1%	-0.8%	-11%	-9%	-1%	3%	-5%	-24%	6%
CCOC(=O)/C(N)=C/c1ncc(C(F)(F)F)cc1Cl	7%	4.4%	-26%	-18%	-17%	-8%[57.1 µM]	1%	5%[57.1 µM]	150%[activator]
CN(C)Cc1nc2ccccc2c(=O)n1CC#N	-1%	-1.5%	5%	34%	?	0%[57.1 µM]	2%	2%[57.1 µM]	16%
Cc1ccc(-c2nnn(CC(=O)N(CC(=O)NC3CCCC3)c3ccc(F)c(Cl)c3)n2)o1	-1%	-0.4%	-13%	-8%	-13%	4%	-2%	16%	286%[activator]
Cc1nn(-c2ccccc2)c2c1C(O)CC(C)(C)C2 (stereo not given)	21%	0.0%	-5%	22%	-1%	-3%	0%	6%	8%
O=C(c1nn(-c2ccccc2)c(=O)c2ccccc12)N1CCN(c2ccccn2)CC1	-1%	3.1%	-1%	19%	-6%	-13%	1%	-27%	4%
COc1ccc(/C=C/C(=O)Nc2nc(-c3cccs3)ns2)cc1	1%	1.0%	-8%	8%	-5%	4%	-5%	2%	0%
O=C(COC(=O)c1cccc(F)c1)Nc1cccnc1Cl	1%	4.5%	1%	-18%	-11%	5%	1%	9%[57.1 µM]	68%[activator]
CC(=O)Nc1ccc(S(=O)(=O)NCc2cn3c(C)csc3n2)cc1	13%	3.1%	1%	29%	-11%	9%	0%	10%	-16%
CNC(=O)C1CCC(Cn2c(=O)c3sccc3n(Cc3cc(C)ccc3C)c2=O)CC1 (stereo not given)	0%	9.4%	1%	5%	-15%	4%[57.1 µM]	1%	12%[57.1 µM]	4%
CCOc1ccc(-c2nonc2NC(=O)c2oc3ccc(Cl)cc3c2C)cc1	5%	-4.0%	2%	?	-15%	3%	-23%	28%	-4%
CC1CCCC(O)(C(C(=O)O)c2ccccc2)C1 (stereo not given)	-3%	.	4%	-9%	-1%	-9%[57.1 µM]	3%	0%[2.29 µM]	-6%

Arranged by value in RXFP1 agonist (highest first): 3 from the list above.
| Structure | RXFP1 agonist |
| --- | --- |
| CCOC(=O)/C(N)=C/c1ncc(C(F)(F)F)cc1Cl | 4.4% |
| CCOC(=O)c1ccc(NC(=O)CCCc2nc(-c3cc(OC)c(OC)c(OC)c3)no2)cc1 | 0.2% |
| O=C1NC2(CCCCC2)N=C1c1ccc(Br)cc1 | -1.2% |

Next compounds follow:
SMILES	IDH1 R132H inh	RXFP1 agonist	Vif-APOBEC3F blk	RGS4 inh	USP1 inh	TrxR1 substrate	Vif-APOBEC3G blk	TrxR1 inh	12-LOX inh
CCOCCCNS(=O)(=O)c1cc2[nH]c3c(c2cc1C)C(=O)CC(C)(C)C3	9%	1.2%	3%	-12%	-20%	1%	0%	-8%	76%[activator]
CC(=O)C1=NN(c2ccc(Cl)cc2)C(c2ccc3c(c2)OCO3)N(C(C)=O)N1C (stereo not given)	-4%	-2.0%	8%	8%	-13%	-6%	0%	11%	-4%
CCOc1ccc(N(C(=O)/C=C/C(=O)Nc2cc(C)on2)C(C(=O)NC2CCCC2)c2ccccc2C)cc1 (stereo not given)	-29%	-3.1%	1%	9%	-20%	-2%	1%	17%	-25%[57.4 µM]
COc1ccc(C(=O)COC(=O)c2cccs2)cc1	-8%	.	0%	16%	-8%	-8%	1%	16%	0%
CCOC(=O)N1CCC(NC(=O)c2cc3c(C)nc4ccccc4c3o2)CC1	0%	5.4%	-4%	-2%	-20%	5%[57.1 µM]	-2%	9%[57.1 µM]	32%[activator]
COC(=O)c1cccc(NC(=O)c2ccc3c(c2)C(=O)N(CC2CCCO2)C3=O)c1 (stereo not given)	7%	-0.1%	0%	0%	-9%	-1%	-9%	-2%	-17%
CC1=C(C(=O)OCc2ccccc2)C(c2ccsc2)C(C#N)=C(N)O1 (stereo not given)	8%	1.7%	.	-41%	-22%	0%	0%	6%	?
C/C(=N\NC(=O)C1(C)CC1(Br)Br)c1ccc(NC(=O)C2CCC2)cc1 (stereo not given)	2%	3.3%	-10%	7%	-4%	-3%	-26%	21%	-6%
CN(CC(=O)Nc1ccccc1Cl)C(=O)COC(=O)CCN1C(=O)C2CC=CCC2C1=O (stereo not given)	2%	1.7%	2%	0%	-16%	-3%	0%	-5%	-1%
CC(C)(C)c1nn(-c2ccccc2)c2[nH]c(=O)c(C=O)cc12	8%	13%	0%	-8%	-21%	-9%	4%	2%	-7%
CCOC(=O)c1[nH]c(Cc2[nH]c(C(=O)OCC)c(C)c2CCC(=O)OC)c(CCC(=O)OC)c1C	3%	3.6%	0%	1%	-20%	-4%	-7%	?	?
COc1cc(CN2CCCN(C)CC2)cc([N+](=O)[O-])c1O	25%	-1.1%	-4%	-20%	-2%	-9%[57.1 µM]	1%	-18%[57.1 µM]	?
COc1cc2ncc3c(-c4ccc(C)cc4)nn(-c4ccc(F)cc4F)c3c2cc1OC	-20%	2.0%	0%	-11%	-16%	?	1%	12%[57.1 µM]	?
COc1ccc(/C=N/NC(=O)c2ccncc2)cc1COc1ccc(NC(C)=O)cc1	22%	-2.8%	-12%	5%	-8%	2%	?	4%	19%
CN(C)CCCOC(=O)N1c2ccccc2C=Cc2ccccc21	-2%	3.5%	-13%	6%	-4%	1%	5%	7%	5%
O=C(CCCc1nc(-c2ccc(Cl)cc2)no1)NC1CCCCC1	2%	-0.5%	0%	13%	-10%	5%[57.1 µM]	1%	-72%	18%
O=C(O)CCC(=O)NNC(=O)CCC(=O)NCc1ccccc1	2%	0.7%	-1%	-4%	-4%	9%[57.1 µM]	0%	19%[57.1 µM]	89%[activator]
CC(C)(C)n1nnnc1C(c1cccnc1)N(Cc1ccccc1)Cc1ccco1 (stereo not given)	-2%	1.5%	?	1%	-6%	-11%	-6%	-19%	328%[activator]
O=S(=O)(c1ccc(-c2cc(C(F)(F)F)on2)s1)N1CCN(c2ccc(F)cc2)CC1	-14%	-4.6%	-3%	12%	-21%	0%[57.1 µM]	5%	11%[57.1 µM]	-2%
CC1=CSC2=NS(=O)(=O)CCN12	0%	-0.6%	-4%	-15%[11.4 µM]	-17%	-5%	-1%	2%	-4%
COc1ccc(NC(=S)Nc2ccccc2OC)c(OC)c1	18%	0.2%	7%	-31%	-20%	-4%[57.1 µM]	0%	-6%[57.1 µM]	?
CCn1nc(NC(=O)c2cccnc2)c2cc3cccc(C)c3nc21	14%	0.8%	-1%	-27%	-21%	0%	-1%	8%	459%[activator]
Cn1c(SCC(=O)Nc2ccc3c(c2)OCCO3)nnc1C1CC1	0%	-0.5%	1%	8%	?	7%	3%	28%	-14%
O=C(COc1ccc(F)cc1)N1CCc2ccccc2C1	0%	0.7%	-12%	34%	-2%	2%[57.1 µM]	0%	10%[57.1 µM]	15%
NC(=O)CSc1nnc2ccc(-c3ccco3)nn12	5%	14%	6%	-5%	-1%	18%	-4%	-13%	-7%
Cc1cc(C)c(Cn2c(C3CC(=O)N(c4ccc(F)cc4)C3)nc3ccccc32)c(C)c1 (stereo not given)	20%	1.3%	-11%	-9%	-27%	2%	-1%	21%	?
O[C@H]1CN(CC2CCCCC2)[C@@H](c2ccccc2)C[C@@H]1n1cc(C2CC2)nn1	-1%	.	-4%	.	-4%	.	1%	.	-3%

Part of the list above, limited to Vif-APOBEC3G blk, IDH1 R132H inh and TrxR1 substrate:
canonical_smiles	Vif-APOBEC3G blk	IDH1 R132H inh	TrxR1 substrate
O=C(CCCc1nc(-c2ccc(Cl)cc2)no1)NC1CCCCC1	1%	2%	5%[57.1 µM]
O=C(O)CCC(=O)NNC(=O)CCC(=O)NCc1ccccc1	0%	2%	9%[57.1 µM]

Screens: PubChem BioAssay, National Center for Advancing Translational Sciences (NCATS)
